CHT inh: inhibitors of human choline transporter CHT | Q9GZV3 | CHT-expressing cells, membrane potential dye, choline response; active compounds read low | B-score at 10 µM | actives 0.86% (n = 310,000) | AID 488975;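 active = B-score over 3 SD under the library average, and starting fluorescence ratio not unusually high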;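 note: choline stimulus applied at its EC90 after an EC20 pre-addition; B-score computed on integrated fluorescence ratio after choline addition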
Target sequence (Q9GZV3 whole entry, looked up): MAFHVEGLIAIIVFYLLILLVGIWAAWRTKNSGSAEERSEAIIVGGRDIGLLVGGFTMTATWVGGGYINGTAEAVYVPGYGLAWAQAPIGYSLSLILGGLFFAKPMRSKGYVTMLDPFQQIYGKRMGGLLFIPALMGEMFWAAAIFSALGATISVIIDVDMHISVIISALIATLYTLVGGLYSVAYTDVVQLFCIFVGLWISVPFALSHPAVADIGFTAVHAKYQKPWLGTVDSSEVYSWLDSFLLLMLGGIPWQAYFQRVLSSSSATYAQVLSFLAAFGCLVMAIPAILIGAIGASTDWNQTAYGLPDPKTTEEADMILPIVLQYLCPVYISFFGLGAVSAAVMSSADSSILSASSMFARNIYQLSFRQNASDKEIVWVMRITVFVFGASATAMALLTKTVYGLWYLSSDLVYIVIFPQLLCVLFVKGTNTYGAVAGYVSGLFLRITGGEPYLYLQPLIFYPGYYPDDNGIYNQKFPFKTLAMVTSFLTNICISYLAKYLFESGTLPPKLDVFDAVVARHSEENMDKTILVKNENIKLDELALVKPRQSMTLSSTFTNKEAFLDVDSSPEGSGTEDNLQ
Kir21 inh: Kir2.1 (mouse) channel inhibition. HEK293-Kir2.1, FluxOR thallium flux fluorescence; active compounds read low. P35561. actives 0.85% (n = 310,000). B-score at 10 µM. AID 1672;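 active = fluorescence ratio B-score at or below minus 3 SD of library scores, with starting-brightness B-score within 2 SD, cut at about -4.2 in these data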;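 note: channel flux triggered by added potassium and thallium sulfate stimulus; B-score of peak minus minimum fluorescence over baseline after thallium stimulus; more negative B-score means stronger Kir2.1 block with less thallium influx; some compounds called inactive have numbers as strong as hits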
Target sequence (P35561 whole entry, looked up): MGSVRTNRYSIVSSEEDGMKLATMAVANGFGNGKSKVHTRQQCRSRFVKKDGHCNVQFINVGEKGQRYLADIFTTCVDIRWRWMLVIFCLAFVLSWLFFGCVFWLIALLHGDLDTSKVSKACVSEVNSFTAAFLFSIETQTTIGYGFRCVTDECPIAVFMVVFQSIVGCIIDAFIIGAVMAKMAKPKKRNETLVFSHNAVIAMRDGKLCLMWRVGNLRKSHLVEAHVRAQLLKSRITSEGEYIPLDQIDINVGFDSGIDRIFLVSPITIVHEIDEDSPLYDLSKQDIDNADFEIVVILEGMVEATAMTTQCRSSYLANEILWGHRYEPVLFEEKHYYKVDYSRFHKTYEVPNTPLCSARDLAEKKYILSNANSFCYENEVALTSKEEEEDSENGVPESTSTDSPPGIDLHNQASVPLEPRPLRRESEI
* marks the source's active call; other numbers are inactive results; i = inactive; . = not tested or not shown. Rows were taken by chance; any-hit rate near 1.6%.

Values run as follows: CHT inh | Kir21 inh
- CC(=O)Nc1ccc(S(=O)(=O)NCC(=O)OCC(=O)N2CCN(c3ccccc3)CC2)cc1
 : i | 0.58
- Fc1cccc(C2CCCCN2Cc2nc(C3CC3)no2)c1 (stereo not given)
 : i | -1.4
- COC(=O)c1ccc(Oc2nc(NC(C)C)nc(SC)n2)cc1
 : i | 0.16
- CCOC(=O)CCn1c(=S)n(CCC(=O)OCC)c2ccccc21
 : i | -0.21
- O=C(NCc1ccco1)c1cc(-c2ccccc2)c(N2CCOCC2)s1
 : i | -0.05
- O=C1[C@@H]2[C@H](C(=O)N1O)[C@H]1C=C[C@@H]2C1
 : i | 0.38
- Cc1cc(=O)[nH]c(-n2nc(C)cc2C)n1
 : i | 0.2
- c1cncc(-c2nnc3n2CCC3)c1
 : i | 1
- CSc1nnc(NC(=O)c2cc(=O)c3cc(C)cc(C)c3o2)s1
 : i | 0.75
- CCC(C)OC(=O)c1[nH]c2c(c1C)C(=O)CC(c1ccc(N(C)C)cc1)C2 (stereo not given)
 : i | 1.1
- O=C1CC(C(F)(F)C(F)(F)C(F)(F)F)=Nc2ccccc2N1
 : i | -0.38
- CCOC(=O)C1=C(COC(=O)c2ccc(OC)c(OC)c2OC)NC(=O)NC1C (stereo not given)
 : i | -0.85
- CCOC(=O)N1CCC(N(CCN(C)C)C(=S)Nc2ccc(F)c(Cl)c2)CC1
 : i | -0.43
- Cc1c(/C=N/NC(=O)c2sc3ccccc3c2Cl)cnn1C
 : i | 2.1
- Cc1cccc(C)c1NC(=O)CSc1nc(C)c(CC(=O)c2ccc(Br)cc2)c(C)c1C#N
 : i | -0.34
- O=C(COc1cccc2c1CCN(Cc1ccccc1F)C2=O)N1CCOCC1
 : i | 0.35
- O=C(Nc1ccc(F)cc1)Nc1nnc(-c2ccco2)s1
 : i | 0.62
- O=C(COC(=O)/C=C/c1ccccc1[N+](=O)[O-])NC1CCS(=O)(=O)C1 (stereo not given)
 : i | -0.23
- O=C(N/N=C\c1cccs1)c1sccc1-n1cccc1
 : i | 2.4
- COc1ccc(OCc2cc(C(=O)N(C)CCC3CCOCC3)no2)c(Cl)c1
 : i | -3.8
- CCCC1CCc2c(sc(NC(=O)c3cccs3)c2C(N)=O)C1 (stereo not given)
 : i | 0.72
- O=C(c1ccccn1)N(Cc1ccco1)C1(C(=O)NC2CCCCC2)CCCCC1
 : i | -0.04
- CC(C)c1c(C(=O)N/N=C/c2ccccc2C(=O)O)nnn1-c1nonc1N
 : i | 0.9
- CC(Sc1nnnn1C)C(=O)Nc1ccc2c(c1)OCCO2 (stereo not given)
 : i | 0.5
- O=C(CN1NS(=O)(=O)c2ccccc2C1=O)Nc1ccccc1OC(F)F
 : i | 0.54
- COc1ccc(CCNC(=O)Cn2cccc2C(=O)c2ccccc2C)cc1OC
 : i | -5*
- CCCCN1C(N)=NC[C@@H]1c1ccccc1
 : i | 0
- O=S(=O)(CCN1CCSCC1)c1ccccc1
 : i | 1
- O=C(c1cc(Cl)cc(Cl)c1)N1CCC(=O)N(C(COCc2ccccc2)Cc2ccccc2)CC1 (stereo not given)
 : i | 0
- C=CCOc1ccc(S(C)(=O)=O)cc1
 : i | 0.01
- C[C@]12CC[C@@H]3c4ccc(O)cc4CC[C@H]3[C@@H]1C[C@@H](O)[C@@H]2O[C@@H]1O[C@H](C(=O)O)[C@@H](O)[C@H](O)[C@H]1O
 : i | 1.4
- CC1Cc2nc(SCC(N)=O)n(Cc3ccccc3)c(=O)c2S1 (stereo not given)
 : i | -0.74
- Cc1cc(N2CCN(C)CC2)ccc1NC(=O)c1ccc(-c2ccc(Cl)cc2)o1
 : i | -2.8
- O=C(COC(=O)c1cnccn1)NC(=O)c1ccccc1
 : i | -0.88
- COc1ccc(C2C=C(C)Nc3nc(SC)nn32)cc1 (stereo not given)
 : i | -1.2
- Cc1cc(NC(=O)CCC(=O)N(c2cccnc2)C(C(=O)NC2CCCC2)c2ccccc2)no1 (stereo not given)
 : i | 0.31
- COc1ccc(N=C2SC(CC(=O)Nc3ccccc3)C(=O)N2CCN2CCOCC2)cc1 (stereo not given)
 : i | 2
- CSCC[C@H](NC(=O)Cc1c(C)c2c(cc(C)c3c(C)coc32)oc1=O)C(=O)O
 : i | 0.11
- CCOCCCNCc1ccc(OCc2ccccc2C)c(OC)c1
 : i | -1.9
- N#Cc1nc(Cc2cccc3ccccc23)oc1NCc1ccco1
 : i | -3

Structural class: the compounds so far containing a cyano group.
Values run as follows: CHT inh | Kir21 inh
- Cc1cccc(C)c1NC(=O)CSc1nc(C)c(CC(=O)c2ccc(Br)cc2)c(C)c1C#N
 : i | -0.34
- N#Cc1nc(Cc2cccc3ccccc23)oc1NCc1ccco1
 : i | -3

Continuation:
Values run as follows: CHT inh | Kir21 inh
- CCOC(=O)c1sc(NC(NC(=O)c2ccco2)(C(=O)OC)C(F)(F)F)nc1C (stereo not given)
 : i | 0.03
- O=C(CNC(=O)c1ccccc1O)N/N=C/c1cc(Br)ccc1OC(=O)/C=C/c1ccco1
 : i | 1.1
- O=C(c1ccccc1)N1CCCCC(Sc2nnnn2-c2ccccc2)C1=O (stereo not given)
 : i | 0.02
- O=C(CN(Cc1ccccc1Cl)S(=O)(=O)c1ccc(Cl)cc1)N/N=C/c1ccc(C(=O)O)cc1
 : i | 1.2
- Cc1noc(C)c1COc1ccc(C(=O)OCC(=O)Nc2ccc3ccccc3c2)cc1
 : i | 0.35
- CCCCNC(=O)CN1C(=O)NC2(CCCc3ccccc32)C1=O (stereo not given)
 : i | 0.37
- Cc1ccn(Cc2n[nH]c(=S)n2Cc2ccccc2)n1
 : i | 0.78
- CCCCNC(=O)NNC(=O)C1CC1(c1ccccc1)c1ccccc1 (stereo not given)
 : i | 1.4
- Cn1c(SCc2ccccc2)nnc1-c1cnccn1
 : i | 2.3
- CC(C)N(Cc1nc(-c2ccccc2)no1)C(=O)C1CCCCC1
 : i | 0.07
- CCCN(CCC)CCCNC(=S)Nc1ccc2nc(N3CCN(C)CC3)cc(C)c2c1
 : i | -2.6
- CC1CCN(C(=O)CSc2nc3ccccc3s2)CC1
 : i | -0.01
- Cc1nn(-c2ccc(C(=O)O)cc2)c(C)c1Cl
 : i | 0.06
- CCN(CC)c1ccc(C(=O)Nn2cnc3ccccc3c2=O)cc1
 : i | -0.02
- CCN(CC)S(=O)(=O)c1ccc(OC)c(NC(=O)c2ccc3c(c2)OCO3)c1
 : i | -0.03
- Cn1c(SCC(=O)NC(=O)NCc2ccco2)nnc1-c1ccccc1
 : i | -0.45
- N#CCOc1ccccc1P(=O)(c1ccccc1)c1ccccc1
 : i | 1.9
- Cc1cccc(OCC2=N/C(=C\N(C)C)C(=O)O2)c1
 : i | -0.17
- c1ccc(-c2noc(-c3cccc4ccccc34)n2)nc1
 : i | 1.1
- CC(=O)c1sc(NC(=O)c2cccc3ccccc23)nc1C
 : i | 0.01
- O=C(COc1nc2ccccc2nc1N1CCOCC1)NCC(F)(F)F
 : i | 0.19
- O=C(CN1C(=O)c2cccc3cccc1c23)N1CCc2ccccc2C1
 : i | -0.42
- Cc1nc2c(nnn2Cc2ccccc2)c(=O)n1-c1ccccc1
 : i | -0.6
- CCOc1ccc(-n2c(SCC(=O)Nc3ccc4c(c3)OCO4)nc3ccccc3c2=O)cc1
 : i | -1
- CCOC(=O)N[C@H](Cc1c[nH]c2ccccc12)C(=O)NC1CC1
 : i | 0.14
- O=C(Nc1ccc(Br)cc1)c1cccnc1N1CCOCC1
 : i | 0
- CCC(O)c1nc2ccccc2n1CCc1ccccc1 (stereo not given)
 : i | -0.81
- Cc1noc(C)c1CSCC(=O)OCC(=O)NC1CCCCC1
 : i | 0.55
- Cn1cccc1/C=N/NC(=O)c1cccs1
 : i | 0.45
- COc1ccc(S(=O)(=O)Cc2ccccc2)cc1N
 : i | 0.14
- O=C(O)C(c1ccccc1)c1ccccc1
 : i | 1.3
- C/C(=N\N1CCN(Cc2ccc(Cl)cc2)CC1)c1ccc([N+](=O)[O-])cc1
 : i | 0
- Cc1cc(NC(=O)c2ccco2)no1
 : i | -1.1
- O=C(CCCCCN1C(=O)c2ccccc2C1=O)Nc1ccccc1F
 : i | 0.21
- CCS(=O)(=O)N1CCC(C(=O)O)CC1
 : i | 0.78
- CCNC(=O)/C(C#N)=C/c1c(N2CCN(c3cccc(Cl)c3)CC2)nc2c(C)cccn2c1=O
 : i | 1.5
- O=C1c2ccccc2C(=O)N1/N=C/c1ccc(O)c(O)c1
 : i | 0.43
- O=C(O)/C=C\C(=O)Nc1cccc(NC(=O)c2ccccc2)c1
 : i | 0.34
- O=C(NCCCn1ccnc1)c1cc(-c2ccc3c(c2)OCO3)on1
 : i | -0.02
- CCC(=O)c1ccc(OCC(=O)NC2(C#N)CCCCC2)cc1
 : i | -1.9
- Cc1ccc(C(C(=O)NC2CCCC2)N(Cc2ccco2)C(=O)CCC(=O)Nc2ccccn2)cc1 (stereo not given)
 : i | 3.1
- Cc1ccc(NC(=O)CCC(=O)NNC(=O)CCc2ccccc2)c(C)c1
 : i | 0.56
- Cc1ccc(C)c(NS(=O)(=O)c2ccc(OCC(=O)N3CCOCC3)cc2)c1
 : i | -0.03
- O=C(N/N=C/c1cc(Br)c(Br)o1)c1cccnc1
 : i | 0.57
- Cc1noc(C)c1S(=O)(=O)N1CCC(C(=O)N(C)Cc2ccccc2)CC1
 : i | 0
- COCCNC(=O)CSCc1c(F)cccc1Cl
 : i | 0.76
- O=C(c1ccc2c(c1)OCO2)N(c1ccc(Cl)cc1)C1C=CS(=O)(=O)C1 (stereo not given)
 : i | 0.25
- Cc1cccn2c(=O)nc(SCC(=O)NCc3ccccc3)nc12
 : i | -0.81
- CCOC(=O)c1[nH]c2cc(OC)c(OC)cc2c1NC(=O)c1ccc2c(c1)OCO2
 : i | -2
- OCCOCCNc1ncnc2c1cnn2-c1ccc(Cl)cc1
 : i | 0.21

The list continues:
Values run as follows: CHT inh | Kir21 inh
- Cc1c(C(=O)N2CCc3ccccc32)cnn1C
 : i | 2.4
- CC(C)(O)C#Cc1ccc(C(=O)NCCC(=O)O)s1
 : i | -0.97
- O=C(NCc1nc(-c2ccccc2)no1)c1ccc2c(c1)OCO2
 : i | -1.8
- COc1ccc(C(=O)N2CCN(Cc3ccccn3)CC2)cc1
 : i | 0.78
- COc1ccc(Cl)cc1NCCC(O)c1ccc(F)cc1 (stereo not given)
 : i | -4.8*
- CCc1ccccc1NC(=O)CSc1nnc([C@@H](NC(=O)OC(C)(C)C)C(C)CC)o1 (stereo not given in full)
 : i | 0.77
- Cc1cc(C)c2ccc(N)nc2c1O
 : i | -0.06
- Nc1nnc(SCC(=O)OCC(=O)NC23CC4CC(CC(C4)C2)C3)s1
 : i | -0.1
- Cc1ccc(-c2noc(C3CCCN(C(=O)c4c(F)cccc4F)C3)n2)cc1 (stereo not given)
 : i | -1.2
- CCCCNC(=O)c1ccc(CS(=O)(=O)Cc2ccccc2F)o1
 : i | 0.01
- Cc1ccccc1-c1n[nH]c(=S)n1/N=C/c1ccc(-c2ccccc2Br)o1
 : . | 0.49
- CC1(C)CC(NC(=O)CCC2CCCC2)CC(C)(C)N1
 : i | 1.4
- CC(C)c1nc2ccc(C(=O)O)cc2[nH]1
 : i | 1.2
- Cc1ccc(OCC(=O)NNC(=S)NC(=O)c2ccc(Br)o2)c(C)c1
 : i | -0.27
- Fc1ccc(-n2c(-c3cccs3)nc3nc4ccccc4nc32)cc1
 : i | -0.42
- CCC(C)(C)n1nnnc1CN1CCN(c2ccc(OC)cc2)CC1
 : i | 0.43
- COc1ccc(NS(=O)(=O)c2ccc(C)c(C(=O)N(C)CC(=O)Nc3cccc(OC)c3)c2)cc1
 : i | -1
- COc1ccc(S(=O)(=O)N2CCC(C(=O)NC3CC3)CC2)cc1OC
 : i | 0.12
- Nc1nc2ccccc2nc1N
 : i | -0.75
- CC(Oc1ccccc1F)C(=O)NNC(=O)C1CC(=O)N(c2ccc3c(c2)OCCO3)C1 (stereo not given)
 : i | -0.02

A second format for five compounds above.
CHT inh | Kir21 inh | Compound
i | 0.43 | CCC(C)(C)n1nnnc1CN1CCN(c2ccc(OC)cc2)CC1
i | -0.27 | Cc1ccc(OCC(=O)NNC(=S)NC(=O)c2ccc(Br)o2)c(C)c1
i | 1.4 | CC1(C)CC(NC(=O)CCC2CCCC2)CC(C)(C)N1
i | 0.12 | COc1ccc(S(=O)(=O)N2CCC(C(=O)NC3CC3)CC2)cc1OC
. | 0.49 | Cc1ccccc1-c1n[nH]c(=S)n1/N=C/c1ccc(-c2ccccc2Br)o1

Carrying on.
Values run as follows: CHT inh | Kir21 inh
- Cn1cnnc1SCc1ccc(C(=O)N=Nc2c(O)n(C)c3ccccc23)cc1
 : i | 0.99
- CCCCOc1ccc(C(=O)OCC(=O)NC2CCCC2)cc1
 : i | 0.73
- CCCCn1c(N)c(-c2nc3ccccc3s2)c2c([N+](=O)[O-])nn(CC)c(=O)c21
 : i | 2
- COc1ccc(/C=N/N2C(=O)CSC2=S)cc1
 : i | -1.7
- CCCCN1C2CCCC1CC(NC(=O)c1ccc(OC)c(OC)c1)C2 (stereo not given)
 : i | 0.01
- O=C(CNC(=O)c1ccccc1)NCC(=O)OCc1ccc(Cl)cc1
 : i | -1.3
- CCn1c(=O)c2cc(C(=O)N3CCOCC3)sc2c2ccccc21
 : i | -1.8
- CC(C)(C)CC(=O)Nc1cc2c3c(c1)CC(=O)N3CCC2
 : i | -1.3
- CCn1c(SCC(=O)Nc2ccc(OC)cc2)nc2c(c1=O)SCC2
 : i | 0.31
- OCC[C@H]1C[C@@H](O)[C@H](O)[C@]2(OCCCc3ccccc32)O1
 : i | .
- CCCCCCCCN1[C@@H](CC(C)=O)c2cc(C(F)(F)F)ccc2S1(=O)=O
 : i | 1.9
